Nrf2 activator – Nrf2 pathway activation; AREc32 ARE-luciferase reporter (MCF7-derived line), luminescence, 24 h; actives 0.31% (n = 410,000); Potency, µM (highest dose often 46.1 µM), inactives show at the top dose activation, most hits filed as activators; AID 624171; further: potency means the concentration at half of the fitted maximal effect; % of control where 0% means no effect; nearly all actives have a fitted effect of over 65% in size
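Nrf2 activation is followed as ARE-luciferase induction in the AREc32 line after one day of compound treatment; luminescence is read with Steady-Glo.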
Mm-Cpn inhibitor – inhibitors of Methanococcus maripaludis chaperonin (MmCpn). purified Mm-Cpn ATPase, ADP Transcreener TR-FRET. Potency, µM (highest dose often 76.9 µM), without a hit: at the highest dose activity, negative = inhibition, actives largely listed as inhibitors. actives 0.031% (n = 330,000). AID 504842; further: potency means the concentration at half of the fitted maximal effect; on the % scale 0 is the no-effect control and ±100 the full control effect; nearly all actives have a fitted effect of over 80% in size
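Compound-treated chaperonin, 25 nM final, turns over 10 uM ATP at 37°C for 30 min following a 10 min preincubation; ADP generated competes with ADP-d2 for Eu-cryptate antibody, lowering FRET.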
pAkt inh – blocks phosphorylation of Akt; actives 0.32% (n = 360,000); activity change, % for hits at 50 µM; AID 651550; Neuro2A IGF-stimulated pAkt S473 HTRF, 20 min; hits give low values; in the data active means activity change below about -80%; inconclusive means mostly about -51% to -80%; further: on the % scale 0 is the no-effect control and ±100 the full control effect
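Neuro2A cells in DMEM with 0.5% FBS, overnight at 37 deg C, given compound at single 50 µM final, then IGF (6 nM final) for 20 min at 37 deg C. Lysed; phospho-Akt Ser473 by HTRF after 24 h, 665/615 ratio.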
TGFb SMAD3 inh – inhibitors of TGF-b signaling | AID 588855 | Potency, µM (doses to about 46.1 µM), for inactives: at the highest dose activity, negative = inhibition, hits mostly inhibitors | actives 1.2% (n = 410,000) | HepG2 CAGA-GFP TGF-b/SMAD3 reporter, GFP fluorescence, 18 h; TGF-beta stimulated, 500 pg/mL final; further: potency means the concentration at half of the fitted maximal effect; on the % scale 0 is the no-effect control and ±100 the full control effect; nearly all actives have a fitted effect of over 65% in size
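HEPG2 CAGA-GFP cells (1000/well, DMEM with 1% FBS) were pre-incubated 2 h at 37 degrees C, given compound by pin tool, then stimulated with TGF-beta at 500 pg/mL final for 18 h before per-cell GFP fluorescence imaging.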
S2 tox – viability counter-screen for ATXN expression inhibitors; S2 cells (HEK-293 line with an ATXN2-luciferase reporter) viability, CellTiter-Fluor protease fluorescence, 24 h; AID 651635; Potency, µM (doses to about 56.7 µM), actives largely listed as cytotoxic; actives 0.49% (n = 400,000); further: potency means the concentration at half of the fitted maximal effect; nearly all actives have a fitted effect of over 40% in size
CCT chaperon mod – modulators of cytosolic chaperonin (CCT/TRiC) activity; purified chaperonin ATPase assay, HTRF ADP detection, 30 min; actives 0.3% (n = 360,000); AID 651819; activity change, % (test concentration not listed), hits read low; in the data active means activity change below about -30%; further: on the % scale 0 is the no-effect control and ±100 the full control effect
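TRiC (40 or 20 nM final, by batch activity) in 30 mM Tris pH 7.4, 100 mM KCl, 5 mM MgCl2, 1 mM DTT was treated with compound at 76 uM single dose, then 10 uM ATP, 30 min at 37 °C. ADP was read by HTRF Transcreener.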
HepG2 viability – counter-screen for TGF-b inhibitors: cytotoxicity in HepG2 cells; HepG2 CAGA-GFP viability, ATP luminescence, 18 h; Potency, µM (titrated, usually from 46.1 µM), for inactives: top-dose activity change, negative = cytotoxicity, actives largely listed as cytotoxic; actives 0.76% (n = 410,000); AID 588856; further: potency means the concentration at half of the fitted maximal effect; some results filed as inactive show a strong effect at the top dose
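HepG2 CAGA-GFP cells (1000/well, DMEM with 1% FBS) received compound, then TGF-beta at 500 pg/mL final, and were incubated 18 hours at 37 degrees C. Viability was read by CellTiter-Glo luminescence. Media-only wells were set as complete cell-killing and DMSO as no toxicity.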
Nrf2 inh – inhibitors of Nrf2 signaling; A549 ARE-Fluc reporter, luciferase luminescence, 18-24 h; Potency, µM (top dose mostly 46 µM), for inactives: at the top dose activity change, negative = inhibition, usual class: inhibitors; actives 2.1% (n = 360,000); AID 504444; further: potency means the concentration at half of the fitted maximal effect; on the % scale 0 is the no-effect control and ±100 the full control effect; nearly all actives have a fitted effect of over 60% in size
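Nrf2 activity is the BugLite luminescence, read 15 min after reagent at room temperature, following CellTiter-Fluor cytotoxicity readout (30 min, 37C). Compound titrations were applied for 18-24 h to 5000 A549 ARE_Fluc cells/well in 5% FBS OPTI-MEM.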
A549 tox – counter-screen for Nrf2 inhibitors: cytotoxicity in A549 cells; A549 ARE-Fluc cells, CellTiter-Fluor viability, 18-24 h; actives 0.16% (n = 390,000); Potency, µM (top dose mostly 46 µM), without a hit: top-dose activity change, negative = cytotoxicity, actives largely listed as inhibitors; further: potency means the concentration at half of the fitted maximal effect; on the % scale 0 is the no-effect control and ±100 the full control effect
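A549 ARE_Fluc cells in 5% FBS OPTI-MEM were exposed to compounds in concentration-response for 18-24 h at 37 deg C. Viability was read by CellTiter-Fluor fluorescence (Ex 405/Em 525) after 30 min, before the luciferase read.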
* marks the source's active call; other numbers are inactive results; i = inactive; ? = inconclusive; nt = not tested or not shown; & = joins results of further samples. Unless noted, the call rests on the fitted dose curve; in most records, active means well fitted curve in the direction sought with a large enough effect; inconclusive means small, poorly fitted or top-dose-only effect, or another doubt; inactive means no such curve, though single readings can be large; an effect the other way counts as inactive or inconclusive.

SMILES	Nrf2 activator	Mm-Cpn inhibitor	pAkt inh	TGFb SMAD3 inh	S2 tox	CCT chaperon mod	HepG2 viability	Nrf2 inh	A549 tox
COc1ccc(CNC(=O)CC2(CC(=O)O)CCCCC2)cc1	-0.6%	-1%	i	4%	i	2.1	5%	0%	-3%
Cc1ccccc1NC(=S)N(Cc1ccco1)C(C)c1cccs1 (stereo unspecified)	0.0%	-1%	i	-11%	i	-1.6	-12%	10%	2%
COc1ccccc1C1=CC(=O)C[C@H](c2ccc(F)cc2)C1	-0.8%	4%	i	-6%	i	-2.6	-21%	-9%	-1%
CCCCOc1ccc(C(=O)N/C(=C\c2cccc([N+](=O)[O-])c2)C(=O)OC(C)C)cc1	0.9%	-1%	i	?	i	-0.9	-25%	nt	-1%
O=C(Nc1ccc(NC(=O)c2ccccc2F)cc1)c1cccs1	3.7%	-24%	i	-5%	?	0.5	-10%	15%	-1%
COc1ccc(S(=O)(=O)N2CC=C(c3ccccc3)CC2)cc1OC	-0.7%	nt	i	-1%	i	-1.1	-21%	nt	nt
COc1ccc(CCNC(=O)C2(c3ccccc3)CC2)cc1	-0.3%	4%	i	-3%	i	0.5	-14%	-13%	4%
CCCCN1C(=N)N([C@@H](CCC)CN2CCC[C@H]2CN2C(N)=NC[C@H]2C(C)C)C[C@H]1[C@H](C)CC	-0.5%	0%	i	12%	i	0.0	5%	6%	-6%
Cc1cccc(Cn2ncc(Cl)c(Cl)c2=O)c1	?	3%	i	?	nt	-3.9	-91%	?	-25%
Cc1noc(C)c1COC(=O)c1ccccc1NC(=O)c1ccco1	3.4%	1%	i	-5%	i	-0.1	-4%	?	1%
O=C(NCc1cccs1)c1csc([C@@H]2C[C@H](O)[C@@H](CO)O2)n1	0.8%	nt	i	22%	i	0.3	5%	nt	nt
CCN(CC)S(=O)(=O)c1cc(-c2nnc(Nc3ccc(OC)c(C(N)=O)c3)c3ccccc23)ccc1C	-0.1%	nt	nt	-23%	i	nt	-25%	?	?

Continued; the last 3 above are carried over.
SMILES	Nrf2 activator	Mm-Cpn inhibitor	pAkt inh	TGFb SMAD3 inh	S2 tox	CCT chaperon mod	HepG2 viability	Nrf2 inh	A549 tox
Cc1noc(C)c1COC(=O)c1ccccc1NC(=O)c1ccco1	3.4%	1%	i	-5%	i	-0.1	-4%	?	1%
O=C(NCc1cccs1)c1csc([C@@H]2C[C@H](O)[C@@H](CO)O2)n1	0.8%	nt	i	22%	i	0.3	5%	nt	nt
CCN(CC)S(=O)(=O)c1cc(-c2nnc(Nc3ccc(OC)c(C(N)=O)c3)c3ccccc23)ccc1C	-0.1%	nt	nt	-23%	i	nt	-25%	?	?
FC(F)(F)c1ccc(-c2noc(-c3ccccc3Br)n2)cc1	0.1%	nt	nt	?	nt	nt	-28%	nt	19%
COc1ccc(S(=O)(=O)NN(C)c2ncc(C(F)(F)F)cc2Cl)cc1	-0.9%	-5%	i	-28%	i	-2.1	-25%	-24%	-14%
CCN(CC)c1ccc(C=Nc2ccc(C)cc2C)c(O)c1	1.6%	-4%	i	-10%	i	1.9	3%	0%	-1%
COc1ccc(S(=O)(=O)N(CC(=O)Nc2ccccc2Br)Cc2ccccc2)cc1	5.8%	nt	nt	1%	?	nt	2%	?	-4%
COc1ccc(C(=O)NNS(=O)(=O)c2ccc(C)cc2)cc1	0.2%	-6%	i	19%	?	-1.3	-1%	-7%	0%
Cc1cc(NC(=O)CN2C(=O)NC(Cc3ccccc3)C2=O)no1 (stereo unspecified)	-1.9%	0%	i	-21%	i	1.5	-1%	1%	-12%
COc1ccc(C)cc1NC(=O)CNCc1cccs1	2.2%	1%	i	16%	i	0.6	42%	18%	19%
COc1ccc(NC(=O)CC2SC(=NCc3ccccc3OC)NC2=O)cc1 (stereo unspecified)	-0.6%	1%	i	-1%	i	2.5	3%	?	4%
CCOc1ccc(NC(=O)CN(C)C(=O)c2cc3c(s2)CCC(C)C3)cc1OCC (stereo unspecified)	-0.3%	-2%	i	-25%	i	-18	-18%	-22%	-3%
Cc1nc(SCC(=O)Nc2ccccc2Cl)cc(-c2ccccc2)n1	0.5%	nt	nt	0%	nt	nt	-1%	-5%	12%
CCC(=O)c1cc(F)c(N2CCN(S(=O)(=O)c3ccc(C)cc3)CC2)cc1C	0.8%	-1%	nt	-12%	i	-2.1	-35%	?	0%
CCc1ccccc1NC(=O)C1COc2ccccc2O1 (stereo unspecified)	-0.4%	1%	i	-1%	i	-3.5	-26%	0%	-9%
O=C(C[n+]1ccccc1)N/N=C/c1ccccc1C(F)(F)F	0.1%	2%	i	2%	i	-1.1	-16%	10%	3%
CCCCNC(=S)NNC(=O)c1sccc1C	-0.1%	0%	i	-24%	i	-2.5	0%	-18%	20%
COC(=O)c1ccc(C)c(NC(=O)CCc2ccc(OC)cc2)c1	0.5%	-2%	i	1%	i	-2.0	-10%	-2%	10%
CN(C(=O)c1ccc2c(c1)N(Cc1cccc(Cl)c1)C(=O)c1ccccc1S2=O)C1CCCCC1 (stereo unspecified)	-0.9%	nt	nt	?	nt	nt	-27%	nt	?
CCN(CC)c1ncnc2c1nnn2C	-1.1%	nt	i	12%	i	-1.2	0%	0%	1%
Cc1ccc(C)c(NC(=O)CCN2C(=O)c3ccccc3Sc3ncccc32)c1	4.6%	nt	nt	-11%	nt	nt	-14%	-1%	-2%
Cc1cc(Br)cc2c(C(=O)OCC(=O)c3ccccc3)cc(-c3ccccc3)nc12	-0.2%	nt	nt	-23%	i	nt	-3%	10%	-5%
O=C(Nc1cccc(F)c1)C1CCCN(S(=O)(=O)c2cccc3cccnc23)C1 (stereo unspecified)	0.2%&6.7%	1%	i	?	i	-1.1	3%&-17%	-14%&-21%	-1%&-8%
COc1cccc(-c2nc(CS(=O)(=O)CC(=O)NCCc3cc(OC)ccc3OC)c(C)o2)c1	2.2%	-3%	i	-27%	i	-4.8	-23%	?	-14%
CC(C)OP(=O)(c1ccc(N(C)C)cc1)C(O)c1ccc(N(C)C)cc1 (stereo unspecified)	-0.1%	-5%	i	-9%	i	2.3	6%	7%	4%
O=C1C2=C(Nc3ccccc3SC2c2c(F)cccc2Cl)c2ccccc21 (stereo unspecified)	4.9%	nt	nt	-28%	i	nt	-5%	-12%	-21%
CCn1c(=O)cc(OCC(=O)N(C)C2CCCCC2)c2ccccc21	0.5%	-2%	nt	-18%	nt	-0.5	-23%	-18%	-5%
CC(=O)c1c(N2CCCCC2)nc(=S)n(-c2ccccc2)c1C	1.8%	-1%	i	-7%	i	-4.2	4%	17%	8%
O=C(CC12CC3CC(C1)CC(CC(=O)N1CCCC1)(C3)C2)N1CCCC1	0.0%	0%	nt	-9%	i	-2.4	-10%	nt	-4%
NC(=O)c1cccnc1Oc1ccc(Cl)cc1Cl	0.8%	-2%	i	-8%	i	0.6	1%	?	1%
CCCCCCCCS(=O)c1sc2nc(C)cc(C)c2c1N (stereo unspecified)	6.4%	-1%	i	?	i	-2.5	-30%	-28%	0%
CC1(C)CC(NS(=O)(=O)c2cccc3ccccc23)CC(C)(C)N1	0.7%	-1%	i	-2%	i	2.1	-40%	3%	6%
COc1ccc(C)cc1S(=O)(=O)N(CC(=O)N1CCCC1)c1ccc(C)cc1	-0.6%	nt	i	14%	?	-0.8	-3%	10%	1%
O=C(Cn1ccc2cc(S(=O)(=O)N3CCCCCC3)ccc21)NCCc1ccc(Cl)cc1	5.8%	nt	nt	-29%	i	nt	-20%	26µM*	-2%
C=CCn1c(SCCC)nc(O)cc1=O	-0.6%	0%	i	-10%	i	-0.7	3%	4%	16%
CCc1ccc(NC(=O)CSc2nnc(Cc3cccn3C)n2-c2ccc(F)cc2)cc1	0.5%	-6%	i	13%	?	-3.4	-16%	-3%	-10%
CCCOC(=O)c1ccc(NC(=O)c2ccccc2OC)cc1	0.2%	1%	i	0%	i	-0.6	-8%	7%	1%
CCCOc1ccc(CN2C(=O)C(=O)c3cccc(C)c32)cc1	-0.2%	nt	nt	16µM*	nt	nt	-74%	-5%	9%
CCOC(=O)N1CCN(C(=O)Cn2c(C)cc3ccccc3c2=O)CC1	-0.2%	-1%	i	-19%	i	1.4	-4%	-18%	-4%

A run of entries from further up, for reference:
SMILES	Nrf2 activator	Mm-Cpn inhibitor	pAkt inh	TGFb SMAD3 inh	S2 tox	CCT chaperon mod	HepG2 viability	Nrf2 inh	A549 tox
COc1ccc(CNC(=O)CC2(CC(=O)O)CCCCC2)cc1	-0.6%	-1%	i	4%	i	2.1	5%	0%	-3%
Cc1ccccc1NC(=S)N(Cc1ccco1)C(C)c1cccs1 (stereo unspecified)	0.0%	-1%	i	-11%	i	-1.6	-12%	10%	2%

Further records.
SMILES	Nrf2 activator	Mm-Cpn inhibitor	pAkt inh	TGFb SMAD3 inh	S2 tox	CCT chaperon mod	HepG2 viability	Nrf2 inh	A549 tox
COC(=O)c1ccc(NC(=O)C(=O)N2CCN(C(=S)Nc3cccc(OC)c3)CC2)cc1	0.1%	0%	i	-1%	i	0.9	9%	6%	0%
CCCSc1nnc(CN2CCOCC2)n1C	-0.3%	4%	i	-2%	i	3.1	-2%	0%	-3%
CCOC(=O)c1cccc(NC(=S)N2CCN(c3ncc4c(=O)c(C(=O)O)cn(CC)c4n3)CC2)c1	-0.6%	0%	i	-8%	?	-0.2	-2%	-12%	1%
COc1ccc(C)cc1S(=O)(=O)N(CC(=O)Nc1cccc([N+](=O)[O-])c1)c1cc(C)cc(C)c1	-0.4%	2%	i	-16%	i	0.9	4%	5%	-9%

Some values from the results shown:
For Nrf2 inh, `CCCSc1nnc(CN2CCOCC2)n1C` has the entry 0%
For A549 tox, `COC(=O)c1ccc(NC(=O)C(=O)N2CCN(C(=S)Nc3cccc(OC)c3)CC2)cc1` has the entry 0%
For Nrf2 inh, `CCOC(=O)c1cccc(NC(=S)N2CCN(c3ncc4c(=O)c(C(=O)O)cn(CC)c4n3)CC2)c1` has the entry -12%
